High-throughput results as filed in PubChem BioAssay.
ALOX12 inh: ALOX12 (human) lipoxygenase inhibition; P18054; purified 12hLO, xylenol orange hydroperoxide absorbance; Potency, µM (top dose mostly 108 µM), without a hit: at the top dose activity change, negative = inhibition, most hits filed as inhibitors; actives 1.1% (n = 580,000); AID 1671190; active = well fitted inhibition curve with a large enough effect; inconclusive = small, poorly fitted or top-dose-only effect, or another doubt; inactive = no such curve, though single readings can be large or run the other way
Target sequence (P18054 whole entry, looked up): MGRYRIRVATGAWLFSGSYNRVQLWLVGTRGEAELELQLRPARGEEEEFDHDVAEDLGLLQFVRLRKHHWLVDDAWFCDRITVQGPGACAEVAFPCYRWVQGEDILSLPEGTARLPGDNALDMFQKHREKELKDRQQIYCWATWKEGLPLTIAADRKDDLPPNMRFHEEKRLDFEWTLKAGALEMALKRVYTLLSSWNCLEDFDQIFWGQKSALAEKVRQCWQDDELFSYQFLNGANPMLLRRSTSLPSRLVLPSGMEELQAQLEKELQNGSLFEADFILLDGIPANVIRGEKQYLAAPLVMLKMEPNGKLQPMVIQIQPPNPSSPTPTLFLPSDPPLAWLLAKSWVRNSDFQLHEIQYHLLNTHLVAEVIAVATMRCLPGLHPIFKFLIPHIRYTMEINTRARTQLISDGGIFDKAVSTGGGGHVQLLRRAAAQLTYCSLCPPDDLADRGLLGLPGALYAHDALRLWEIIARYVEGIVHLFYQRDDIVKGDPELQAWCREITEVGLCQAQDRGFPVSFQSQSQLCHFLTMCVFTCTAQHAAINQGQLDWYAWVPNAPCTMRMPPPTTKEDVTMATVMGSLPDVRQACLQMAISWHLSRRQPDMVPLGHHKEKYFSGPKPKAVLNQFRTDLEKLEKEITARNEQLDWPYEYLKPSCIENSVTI
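Purified human 12hLO at 150 nM in 25 mM Hepes, 0.01% Triton X-100, pH 7.0, preincubated 15 min at room temperature with compound. Reaction started with 40 uM arachidonic acid, 30 min at room temperature. Hydroperoxide measured by Fe-xylenol orange, 573/405 nm absorbance ratio.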
An asterisk follows results filed as active; ? = inconclusive; [ ] = dose if it differs, or a comment. % is scaled to controls: 0 for no effect and ±100 for the full control effect; potency is read from the fitted curve at half-maximal effect.

SMILES	ALOX12 inh
CN(CCNC(=O)NC1CCC(C(F)(F)F)CC1)Cc1ccccc1 (stereo not drawn)	?
O=c1[nH]c(C2CCCN(Cc3ccc(F)cc3)C2)nn1-c1ccc(Cl)cc1 (stereo not drawn)	?
CCCC(=O)c1ccc(O)cc1	16%
CC(C)[C@H](NC(=O)C1CC1)C(=O)N1CCC[C@H]1C(=O)NCc1ccccc1	-4%
O=C(C1CCCC1)N1CC2(Cc3ccccc3NC2=O)C1	11%[12.5 µM]
O=C(Cn1cnc2cc(F)ccc2c1=O)Nc1cc2c(cc1Cl)OCCO2	-1%
Cn1c(=O)c2c(nc(SCC(=O)Nc3ccccc3)n2CCCc2ccccc2)n(C)c1=O	?
COC(=O)[C@]12C[C@H](CC(=O)NCc3cccc(C(F)(F)F)c3)C(=O)N(CCC3=CCCCC3)C1=C[C@H](C(C)(C)C)O[C@@H]2C	-15%
CCc1noc(-c2cn(C3CCN(C(=O)c4ccc(OC)cc4)CC3)nn2)n1	27%
CS(=O)(=O)N1CC2(CCN(CC3CC3)C2)Cc2ccccc21 (stereo not drawn)	4%[6.33 µM]
COc1ccc(CNC(=O)Cn2c(-c3ccc(Cl)cc3)nc(C)c(CCO)c2=O)cc1	-1%
O=C(Cc1ccccc1[N+](=O)[O-])c1ccccc1	-17%

The final two compounds of the part above open the next one.
SMILES	ALOX12 inh
COc1ccc(CNC(=O)Cn2c(-c3ccc(Cl)cc3)nc(C)c(CCO)c2=O)cc1	-1%
O=C(Cc1ccccc1[N+](=O)[O-])c1ccccc1	-17%
N#Cc1ccc(CN2CC[C@H]3C(=O)NCCCCCCN(Cc4ccncc4)[C@@H]3C2)cc1	117%[activator]
COCC1CCCN(C(=O)c2ccc(-c3c(OC)cc(C)cc3OC)nc2)C1 (stereo not drawn)	35%[activator]
CCOc1ccc(-n2nnc(C(=O)Nc3ccccc3C(F)(F)F)c2N)cc1	-4%
Cc1nn2c(c1-c1ccccc1Oc1ccccc1)N(Cc1ccc(OCC(=O)O)cc1)CCC2	10%
CN1CCN(c2nc3c(c(=O)[nH]2)CCN(Cc2ccc(Br)s2)CC3)CC1	6%
CC1(C(=O)NC2CCN(Cc3ccccc3)CC2)CCCCC(=O)N1 (stereo not drawn)	?
CC(=O)NC12CC3CC(C1)CC(C(=O)NCCNC(=O)c1ccc(Cl)cc1)(C3)C2	17%
CC[C@H]1CN(C(=O)Nc2cccc(C(F)(F)F)c2)CC[C@H]1CC(=O)N(C)CC#N	0%[176 µM]
C=CCN(CCC(=O)NC(=O)NC)Cc1ccccc1	12%
Cc1ccc(C(=O)NC2CCN(c3cnn(CC4CC4)c(=O)c3)CC2)cc1C	36%
Cc1cc(C)cc(C(=O)NCc2nnc3c(-c4nc(C5CC5)no4)cccn23)c1	36%[activator]
CC1=C[C@@H](CN2CCC(CO)CC2)[C@H](C(C)C)C[C@H]1Cc1nnc(-c2ccccc2)o1	12%[176 µM]
COC(=O)NCC(=O)NC(c1ccccc1)C(C)C (stereo not drawn)	-75%
COc1ccc2c([N+](=O)[O-])c(C)[nH]c2c1	?
Clc1ccc(Sc2ncccc2Cl)cc1	-69%
COc1cc(C2CC(=O)Nc3nc(-c4ccccc4)[nH]c(=O)c32)ccc1OCc1ccc(F)cc1 (stereo not drawn)	5%
CNC(=S)c1ccc(N(C)C)cc1	-6%
Cc1ccc(CN2CC[C@H](c3nc4cc(C)ccc4o3)C2)cc1	-6%[176 µM]
N#CCCN1CCN(C(C(=O)O)c2cn(CCC(=O)O)c3cc(Br)ccc23)CC1 (stereo not drawn)	-64%
O=C(NCc1ccc2c(c1)OCO2)c1nc(-c2ccc(Cl)cc2)c2cnccn12	1%
COc1ccc(S(=O)(=O)N2CCCC(Cn3cnc4cccnc43)C2)cc1 (stereo not drawn)	18%
CCOCC(=O)N1C[C@@H]2CCCN3CCC[C@@H]([C@H]23)[C@H]1CCCC(=O)NCC1CC1	42%[activator]
COc1ccc([C@@H]2[C@H](C(=O)N3CCOCC3)CC(=O)N2C(=O)/C=C/c2ccccc2)cc1	-19%
COC(=O)N1CCC2(CC1)C(=O)NN=C2C1CC1	42%[176 µM]
Cn1c(=O)[nH]c(=O)c2c1nc(N1CCN(CCO)CC1)n2Cc1ccccc1F	8%
O=C1CSc2ccc(C(=O)NC3CC3)cc2N1	?
CN(Cc1ccccc1)S(=O)(=O)c1cn(C)c(=O)n(C)c1=O	6%
CC(=O)Nc1ccc(OCC(C)C)cc1	-11%
CC(C)Cc1nc(N2CCN(CC(=O)N3CCOCC3)CC2)c(C#N)c2c1CCC2	5%
O=C1NC(C(=O)N2CCOCC2)Cn2cccc21 (stereo not drawn)	17%
COc1ccc(C(=O)N2CC[C@H](c3nnc(-c4ccccc4OC)o3)C2)cc1OC	-8%[176 µM]
COc1cccc(NC(=O)c2ncoc2-c2ccc(C)o2)c1	-14%
Cc1ccc([C@H]2C[C@@H](O)[C@@H](O)[C@@H]2NS(=O)(=O)c2ccccc2)cc1	0%[176 µM]
CCOc1ccc2c(=O)c(Oc3cc(C)ccc3C)coc2c1	3%
Cn1cc(CNC(=O)C[C@@H]2C[C@H]3O[C@H](CNC4Cc5ccccc5C4)[C@@H](O)[C@H]3O2)cn1	?
OC1CC([C@@H](Cc2ccccn2)NC2CCC3(CCNCC3)CC2)C1 (stereo partly drawn)	-6%
O=C(O)CCC(=O)N1CCN(C2CCNCC2)C(=O)C1	?
CCC(C)NC(=O)/C(C#N)=C/c1c(C)[nH]c2ccccc12 (stereo not drawn)	?
Cc1cccc(OCC2(CNC(=O)c3cccnc3)C[C@@H](O)[C@@H](O)C2)n1 (stereo partly drawn)	?
CC(=O)NCCC(=O)N1Cc2ccccc2CC2(CCN(CC3CCNC3)C2)C1 (stereo not drawn)	10%[6.33 µM]
COCCn1cc2c3c(cccc31)CN(C(=O)CCCc1ccccc1)CC2	?
O=C(N[C@@H](Cn1cc(Cl)c(=O)[nH]c1=O)C(=O)O)c1cccc(F)c1	47%[activator][176 µM]
CN(Cc1ccccc1)C(=O)C[C@@H]1O[C@H](CNC(=O)c2ccc(N(C)C)cc2)[C@@H](O)[C@H]1O	74%[activator]
CCNc1c(NC(=O)NC2(CC(=O)OCC)CCCCC2)c(=O)oc2ccccc12	28%
Cc1ccc(N(C(=O)C23CC4CC(CC(C4)C2)C3)C2C=CS(=O)(=O)C2)cc1 (stereo not drawn)	-45%
CCCCNc1cccc2c1S(=O)(=O)N[C@@H](C)CO2	?
COCCNC(=O)COC(=O)c1cc(-c2cccs2)nc2ccccc12	-12%
Cc1noc(C)c1CC(=O)NCC1Cc2cc(-c3cccc(OC(F)(F)F)c3)ccc2O1 (stereo not drawn)	43%[activator]
O=C(NCc1cccc(C(F)(F)F)c1)C1CN(c2cccc(Cl)c2)C(=O)N1 (stereo not drawn)	?
Cc1ccccc1-c1onc(C)c1C(=O)NCc1ccc(F)cc1F	-1%
COc1ccc(NC(=O)COc2ccc(/C(C)=N/O)cc2)cc1	?
O=C(NCc1ccco1)C(c1ccccc1)c1ccccc1	-34%
Brc1ccccc1-c1nn2c(CN3CCOCC3)nnc2s1	2%
CCN1c2cc(C(=O)NCc3ccc(OC)cc3)ccc2C(=O)N2CCCCC21 (stereo not drawn)	5%
O=C(O)CC[C@@H]1CN(Cc2cc(=O)[nH]c(=O)[nH]2)CC[C@@H]1N1CCOCC1	-9%
COCc1cc(C[C@@H]2CC[C@H](O)[C@@H](CNC(=O)C(C)(C)C)O2)no1	53%[activator][176 µM]
CC(C)c1ccc(CN2CCc3ncc(C(=O)Nc4ccccc4)n3CC2)cc1	4%[176 µM]
CCC(=O)Nc1c(-c2cc(=O)oc3ccc(C(C)C)cc23)oc2ccccc12	?
O=C(Cc1noc(C(=O)NC2CCCC2)n1)Nc1cccc2ncccc12	14%
COC(=O)COc1ccc2c(=O)c(Oc3ccc(Br)cc3)c(C)oc2c1	-5%

Carrying on:
SMILES	ALOX12 inh
N#Cc1ccc(COC(=O)c2cc3ccccc3[nH]2)cc1	-25%
O=C(NCCc1c[nH]c2ccccc12)O[C@H]1CC[C@@]23CCCN2C(=O)CCC[C@H]3[C@H]1Cc1ccccc1	-5%
C/[N+]([O-])=C/c1ccncc1	10%
CC(=O)N1CCN(c2ccc(N3CCN(C(C)=O)[C@H](C)C3)c(C)c2)[C@@H](C)C1	-6%
CNC(=O)c1ccc(OCc2coc(-c3cccc(F)c3)n2)cc1	?
CCOC(=O)c1nnn(CC(=O)Nc2ccc(C)cc2Cl)c1C(=O)OCC	-1%
CCOc1ccccc1NS(=O)(=O)c1cc(-c2cnc(C)o2)ccc1C	-1%
Cc1c(-c2ccc(F)cc2)[nH]c2ccc(CNC(=O)c3ccc(CO)o3)cc12	?
CNc1nc(-c2ccc(N(C)C)cc2)nc2ccccc12	?
COc1ccc(-c2cc(N3CCC(NC(=O)c4ccc5c(c4)OCO5)C3)n[nH]2)cc1 (stereo not drawn)	27%
COC(=O)C1=C(C)N(Cc2ccccc2C(F)(F)F)C(=NCc2ccccc2C(F)(F)F)NC1c1cccc(F)c1 (stereo not drawn)	-6%
Brc1ccc(C=Nc2cccc3ccccc23)cc1	?
Cc1ccc(-c2cc(C(=O)O)c3cc(Cl)ccc3n2)s1	?
COc1cccc(C(=O)NCc2nnc3c(-c4nc(C(C)C)no4)cccn23)c1	62%[activator]
O=C1Nc2ccccc2C2(CCN(C(=O)OCc3ccccc3)C2)O1 (stereo not drawn)	?
Cc1cccc(-n2c3c(cc(C#N)c2=O)C(=O)CC(c2ccccc2)C3)c1C (stereo not drawn)	-8%
Cn1cccc1CN1CCCC2(Cc3ccccc3CNC2=O)C1 (stereo not drawn)	5%[6.33 µM]
Cc1nc2nc(SCC(=O)Nc3cccc(Cl)c3C)[nH]c2cc1Br	?
CC1(C)Cc2ccccc2-c2nnc(-c3cccs3)n21	43%[activator]
CCN(Cc1cccc(F)c1)C(=O)Nc1ccc(N2CCN(C)CC2)cc1	?
Cc1nn(-c2ccc(Cl)nn2)c2c1C(c1ccc(C(=O)O)cc1)CC(=O)N2 (stereo not drawn)	?
Cc1n[nH]c(C)c1CNC(=O)CN1CC2CC(C1)[C@H]1CCCC(=O)N1C2 (stereo partly drawn)	3%
O=C(NCc1ccc(C(F)(F)F)cc1)C1CCN(S(=O)(=O)/C=C/c2ccccc2)CC1	25%
Cc1ccc2nc(NC(=O)NC3CC(=O)N(c4ccc5c(c4)OCCO5)C3)sc2c1 (stereo not drawn)	15%
CC(CCc1ccccc1)NC(=O)CC1CC2CCC1C2 (stereo not drawn)	-20%
O=C(c1cscn1)N1CCC2(CNS(=O)(=O)c3cnccc3O2)C1 (stereo not drawn)	4%[6.33 µM]
COC(=O)c1ccc2c(c1)nc1n2[C@@H](CNCc2cccnc2)COC1	68%[176 µM]
COC[C@@H]1CN(C(=O)Cc2c(C)noc2C)C[C@H]1c1ccncc1	9%
CN(C)S(=O)(=O)N1CCC(Oc2ccc(C(=O)NC3(C)CC3)cc2)CC1	4%
COC(=O)c1[nH]ncc1CN1CCC(c2nc(-c3ccccc3)no2)CC1	27%
COc1ccc(C(=O)NC2CCN(c3cnn(Cc4ccccc4)c(=O)c3)CC2)cn1	8%
CCCn1c(C2NC(=O)NC(C)=C2C(=O)OCc2ccccc2)nc2ccccc21 (stereo not drawn)	-29%
CN1[C@@H](CCC(=O)NCc2cccs2)CNC(=O)[C@@H]2[C@H]1CCN2Cc1ccc(S(C)(=O)=O)cc1	-19%
Cc1cccc(C(=O)Nc2ccc(C3(C(=O)NCCC(C)C)CCCCC3)cc2)c1	7.9µM*
Cc1ccc(SC(C)C(=O)c2ccccc2)cc1 (stereo not drawn)	1%
Cc1oc(-c2nc(C#N)c(NC3CC3)o2)cc1S(=O)(=O)N(C)c1ccccc1	?
CCc1ccc(NC(=O)N2CCN(S(=O)(=O)c3cc4c(cc3Cl)NC(=O)C(C)O4)CC2)cc1 (stereo not drawn)	2%
CC(C)C(NC(=O)CSc1cc(Cl)ccc1Cl)c1ccc2c(c1)OCCCO2 (stereo not drawn)	?
COCCCNC(=O)c1cc(C)nc2onc(C3CCCNC3)c12 (stereo not drawn)	?

Among those listed so far, these contain an aryl methoxy group:
SMILES	ALOX12 inh
CCc1noc(-c2cn(C3CCN(C(=O)c4ccc(OC)cc4)CC3)nn2)n1	27%
COc1ccc(CNC(=O)Cn2c(-c3ccc(Cl)cc3)nc(C)c(CCO)c2=O)cc1	-1%
COCC1CCCN(C(=O)c2ccc(-c3c(OC)cc(C)cc3OC)nc2)C1 (stereo not drawn)	35%[activator]
COc1ccc2c([N+](=O)[O-])c(C)[nH]c2c1	?
COc1cc(C2CC(=O)Nc3nc(-c4ccccc4)[nH]c(=O)c32)ccc1OCc1ccc(F)cc1 (stereo not drawn)	5%
COc1ccc(S(=O)(=O)N2CCCC(Cn3cnc4cccnc43)C2)cc1 (stereo not drawn)	18%
COc1ccc([C@@H]2[C@H](C(=O)N3CCOCC3)CC(=O)N2C(=O)/C=C/c2ccccc2)cc1	-19%
COc1ccc(C(=O)N2CC[C@H](c3nnc(-c4ccccc4OC)o3)C2)cc1OC	-8%[176 µM]
COc1cccc(NC(=O)c2ncoc2-c2ccc(C)o2)c1	-14%
COc1ccc(NC(=O)COc2ccc(/C(C)=N/O)cc2)cc1	?
CCN1c2cc(C(=O)NCc3ccc(OC)cc3)ccc2C(=O)N2CCCCC21 (stereo not drawn)	5%
COc1ccc(-c2cc(N3CCC(NC(=O)c4ccc5c(c4)OCO5)C3)n[nH]2)cc1 (stereo not drawn)	27%
COc1cccc(C(=O)NCc2nnc3c(-c4nc(C(C)C)no4)cccn23)c1	62%[activator]
COc1ccc(C(=O)NC2CCN(c3cnn(Cc4ccccc4)c(=O)c3)CC2)cn1	8%

Only part of the results is shown; rates above refer to the full screens.
